ERK EGF block: inhibitors of EGF-stimulated ERK signaling pathway | HEK293-V1b, EGF-stimulated phospho-ERK AlphaScreen | Potency, µM (series often up to 11.5 µM), for inactives: at the highest dose activity change, negative = inhibition, actives largely listed as inhibitors | 130,000 tested, 0.41% active | AID 1454; active = well fitted inhibition curve with a large enough effect; inconclusive = small, poorly fitted or top-dose-only effect, or effect the other way;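 note: plate controls were stimulated vehicle wells for no effect and unstimulated vehicle basal for full effect; nearly all actives have a fitted effect of over 55% in size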
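After overnight plating in 1% FBS, HEK293-V1b cells received test compound for half an hour, then a 5 min pulse of EGF (25 nM); ERK phosphorylation in lysates was read by bead-based AlphaScreen.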
An asterisk follows results filed as active; ? = inconclusive; & = joins results of further samples; [ ] = another dose, or the depositor's remark. Potency is the fitted concentration of half-maximal effect. Not all compounds are listed. The share of hits here may be higher or lower than overall.

ERK EGF block | mol
0.1% | Cc1cc(=O)oc(C)c1C(=O)NCCN(C)Cc1ccccc1
6.1% | Cc1cc(C)c(C(=O)/C=C/C=C/c2ccccc2)c(=O)[nH]1
15.2% | COc1cc(-c2cc(C(=O)NN3CCN(C)CC3)c3ccccc3n2)cc(OC)c1OC
4.5% | CC1CCCCC1NC(=O)CCCn1c(=S)[nH]c2ccccc2c1=O (centres undefined)
-6.7% | O=C(Oc1ccc2c3c(c(=O)oc2c1)CCC3)c1ccccc1[N+](=O)[O-]
-0.1% | Cc1ccc(S(=O)(=O)N2CCC(=O)N(CCOCc3ccc(F)cc3)CC2)cc1
3.9% | Cc1ccc(/C=C2/C(=O)c3ccc(C(=O)O)cc3C2=O)o1
-3.0% | COc1ccc(NCc2ccc([N+](=O)[O-])s2)cc1
-12.9% | Cc1ccc(O)c(NC(=S)NC(=O)COc2ccc(Br)cc2)c1
-5.1%[57.5 µM] | CC/C(=N\NC(N)=O)c1ccc(OC)c(OC)c1
8.1%[57.5 µM] | CCOC(=O)c1cnn(-c2ncnc3c2cnn3C)c1N
-14.4% | COc1ccc(CN2CC(=O)N(c3ccccc3C)C2=S)cc1OC
-1.9% | CC(CC(=O)O)CC(=O)NNC(=O)c1cccc(Br)c1 (centres undefined)
2.1% | COc1cc(NC(=S)NCCCO)c(OC)cc1Cl
3.7% | Cc1c(C(=O)N/N=C/C(C)C)[nH]c2c([N+](=O)[O-])cccc12
-3.7%[57.5 µM] | CN(C)S(=O)(=O)c1ccc(Cl)c(NC(=O)COC(=O)CCC(=O)c2cccs2)c1
-2.2% | Nc1nc2c(F)c(F)c(F)cc2s1
23.1%[57.5 µM] | COc1ccc(Cl)cc1NC(=O)Nc1cn(C)nc1C
0.7%[57.5 µM] | C[N+](C)(C)CCCCCCCCCC[N+](C)(C)C
2.5% | Cc1cc(C)nc(SCC(=O)N/N=C/C=C/c2ccccc2)n1

Ordered by formula weight (largest number first): 3 of the compounds above
ERK EGF block | mol
-3.7%[57.5 µM] | CN(C)S(=O)(=O)c1ccc(Cl)c(NC(=O)COC(=O)CCC(=O)c2cccs2)c1
2.5% | Cc1cc(C)nc(SCC(=O)N/N=C/C=C/c2ccccc2)n1
23.1%[57.5 µM] | COc1ccc(Cl)cc1NC(=O)Nc1cn(C)nc1C

(next part)
ERK EGF block | mol
2.6%[57.5 µM] | O=C(Nc1ccc(Cl)cc1)Nc1ccc(C(=O)N2CCOCC2)cc1
0.5% | NC(=O)CSc1ccc(F)cc1
-12.1% | CC(C)[C@@H](CC(=O)N[C@@H]1CCNC[C@H]1C(=O)N[C@H](CC(=O)N[C@@H](CCC(=O)O)CC(=O)O)Cc1c[nH]c2ccccc12)NC(=O)C[C@H](Cc1c[nH]c2ccccc12)NC(=O)[C@@H]1CNCC[C@H]1N
22.5% | Cc1cccc(C(=O)O)c1O
0.8% | CC(=O)NCCC(=O)N1CCCC(C(=O)c2ccc3c4c(cccc24)CC3)C1 (centres undefined)
2.9%[57.5 µM] | Cc1ccc2oc(-c3cc(NC(=O)c4ncn[nH]4)ccc3O)nc2c1
2.1%[57.5 µM] | COCCNC(=O)COC(=O)c1ccc(S(=O)(=O)N2CCOCC2)cc1
1.3% | CCCOc1cccc(-c2nc3ccccc3c(=O)o2)c1
3.0% | CC1(C)CC(=O)C(C=NCCN2CCN(CCc3ccccc3)CC2)=C(O)C1
-7.2%[57.5 µM] | Cc1ccc(C(=O)NC2=NCCS2)cc1
1.1% | CSc1ncccc1C(=O)Nc1ccc(OC(F)(F)F)cc1
2.5% | CCc1ccc(C(=O)COC(=O)c2cnc(C)cn2)cc1
-4.5% | Cc1cc(C)nc(-n2ncc3c2CC(c2ccc(F)cc2)CC3=O)n1 (centres undefined)
8.7% | COc1ccc2c(c1)c(CC(=O)O)c(C)n2Cc1ccc(F)cc1
-1.2%&15.8% | CCCCCN=C(N)N/N=C/c1c[nH]c2ccc(OC)cc12
-8.7%[57.5 µM] | Cn1c2c(c(=O)n(C)c1=O)C(c1cccc(F)c1)C(C#N)=C(N)O2 (centres undefined)
-12.1%[57.5 µM] | COc1ccc2c(c1)oc(=O)c1ccccc12
-9.6% | Fc1ccc(CNC(=S)NC2CCCCC2)cc1
4.0% | COC(=O)c1c(NC(=O)COC(=O)c2ccccc2O)sc2c1CCCCC2
4.6% | O=C(CONS(=O)(=O)c1ccc(Cl)cc1)NCCNc1ncc(C(F)(F)F)cc1Cl
-4.6%[57.5 µM] | Cc1ccc(S(=O)(=O)Nc2nc(C)c(C(=O)NN)s2)cc1
? | Cn1c(NC(=O)c2ccccc2F)c(-c2cccs2)c(=O)c2ccccc21
-1.5% | CCCn1nnc(NC(=O)c2ccc([N+](=O)[O-])cc2Cl)n1
3.7% | COc1ccc(S(=O)(=O)N2CCCCC2)cc1NC(=S)Nc1ccccc1
20.1% | Cc1ccc(NC(=O)COc2ncnc3ccccc23)cc1S(=O)(=O)N1CCOCC1
-6.6%[57.5 µM] | CN(c1ccccc1)S(=O)(=O)c1cccc(C(=O)Nc2ncn[nH]2)c1
-1.2% | O=C(CSc1nnc(-c2ccccc2)n1Cc1ccccc1)NNC(=O)c1ccccc1O
-6.2% | COc1ccc(C(=O)Nc2c(C)csc2C(=O)O)cc1
-2.5% | Cc1cc(NC(=S)N(CCCN2CCOCC2)Cc2ccco2)ccc1Cl
3.1%[57.5 µM] | O=C(C1=C[C@@H](C2CCCCC2)C[C@@H](OCc2ccc(CO)cc2)O1)N1CCOCC1
8.1%[57.5 µM] | Nc1c(C(=O)c2ccccc2)sc2nsc(SCCN3CCOCC3)c12
? | CC1Cc2ccccc2N1C(=S)Nc1cccc(S(=O)(=O)N(C)C)c1 (centres undefined)
? | CCOC(=O)c1c(C)[nH]c(N=Nc2ccccc2Cl)c1C
-5.0% | O=C(NCCCn1ccnc1)C(=O)NCC1OCCN1S(=O)(=O)c1ccccc1 (centres undefined)
7.6% | FC(F)(F)c1cc(-c2ccco2)nc2ncnn12
-2.5% | Cc1ccn2c(Nc3ccccc3)c(-c3ccccn3)nc2c1
-13.6% | COc1ccc(-c2cc(-c3n[nH]c(=S)n3-c3cc(OC)ccc3OC)[nH]n2)cc1
10.4% | COc1cccc(C(=O)C2CCCN(C(=O)c3cccc(C#CC(C)(C)O)c3)C2)c1 (centres undefined)
-5.5%[57.5 µM] | O=S(=O)(c1cccc2cccnc12)N1CCCc2ccccc21
-0.6%[57.5 µM] | CC(=O)Nc1ccc(NC(=O)C(C)OC(=O)C2CCN(S(=O)(=O)c3cccs3)CC2)cc1 (centres undefined)

Structures from the list above that have a Cl atom:
ERK EGF block | mol
2.1% | COc1cc(NC(=S)NCCCO)c(OC)cc1Cl
-3.7%[57.5 µM] | CN(C)S(=O)(=O)c1ccc(Cl)c(NC(=O)COC(=O)CCC(=O)c2cccs2)c1
23.1%[57.5 µM] | COc1ccc(Cl)cc1NC(=O)Nc1cn(C)nc1C
2.6%[57.5 µM] | O=C(Nc1ccc(Cl)cc1)Nc1ccc(C(=O)N2CCOCC2)cc1
4.6% | O=C(CONS(=O)(=O)c1ccc(Cl)cc1)NCCNc1ncc(C(F)(F)F)cc1Cl
-1.5% | CCCn1nnc(NC(=O)c2ccc([N+](=O)[O-])cc2Cl)n1
-2.5% | Cc1cc(NC(=S)N(CCCN2CCOCC2)Cc2ccco2)ccc1Cl
? | CCOC(=O)c1c(C)[nH]c(N=Nc2ccccc2Cl)c1C

Carrying on.
ERK EGF block | mol
1.6% | CCc1cccc(C)c1NC(=O)COn1nnc2ccc(C(F)(F)F)cc21
-3.7% | COc1ccccc1NC(=O)NCCCN1CCN(c2cccc(Cl)c2)CC1
-2.3% | COc1cc(/C=C2\C(=O)N(c3ccc(NC(C)=O)cc3)N=C2c2ccccc2)ccc1O
-2.1% | CC1=C(C(=O)Nc2ccccc2F)C(c2cccs2)C2=C(CCCC2=O)N1 (centres undefined)
5.5% | CN(C(=O)CSc1nnnn1-c1ccc(O)cc1)C1CCS(=O)(=O)C1 (centres undefined)
-3.5% | Cc1ccc(O)c(NC(=O)CSc2ccc(Cl)cc2)c1
-4.5%[57.5 µM] | Nc1ncccc1OCc1ccc(Cl)c(Cl)c1
4.5% | O=C(COc1ccc(Br)cc1)N/N=C1/SCC(=O)N1Cc1ccccc1
5.0%[57.5 µM] | NC(=S)NNC(=O)c1cc(C(F)(F)F)cc(C(F)(F)F)c1
8.0%[57.5 µM] | O=C(CN1C(=O)c2ccccc2S1(=O)=O)c1ccc(F)cc1
12.7% | CC[C@H]1C2=C3C(CC[C@H]4C(OCc5ccc(F)cc5C(F)(F)F)OC[C@](C)([C@@H]34)N(C(=O)OC(C)(C)C)C2)C2COC(=O)OCC21 (some centres undefined)
27.4%[25.7 µM] | O=C(O)[C@@H](O)[C@@H](O)[C@@H](O[C@H]1O[C@@H](CO)[C@@H](O)[C@@H](O)[C@@H]1O)[C@@H](O)CO
7.6% | Nc1ccccc1NC1CCCCC1
-15.4% | CC(=O)c1ccc(NC(=O)CSC(=S)N2CCCC2)cc1
1.1% | COc1cccc(NC(=S)NCCCN2CCOCC2)c1
6.7% | Cc1ccc(N(C(=O)Cc2cccs2)C2C=CS(=O)(=O)C2)cc1Cl (centres undefined)
-8.1% | Cn1c(N)c(C(=O)COC(=O)c2ccc3c(c2)C(=O)N(c2ccc(Cl)cc2)C3=O)c(=O)n(C)c1=O
9.3%[57.5 µM] | COc1ccc(OC)c(/C=N/Nc2cc(C)nc(N3CCOCC3)n2)c1
-7.3% | Cc1c(C(=O)O)c(=O)n(-c2ccccc2)n1-c1ccccc1
21.0% | N#Cc1ccccc1-c1cncnc1NCc1cccnc1
-6.6% | CCOC(=O)c1c(C)[nH]c(C)c1C(=O)COc1ncnc2cc([N+](=O)[O-])ccc12
9.0%[57.5 µM] | CCCCOC(=O)c1cccnc1
6.8% | CC1CCCCC1NC(=O)c1ccc(CSc2nc3ccncc3[nH]2)cc1 (centres undefined)
11.6%[57.5 µM] | COC(=O)c1cccc(CN2C(=O)SC(Nc3ccc(C)cc3)C2=O)c1 (centres undefined)
1.3%[57.5 µM] | COc1ccc(-c2nnc(NC(=O)c3cccs3)s2)c(OC)c1
4.1% | O=C(CSc1ccc(-c2ccco2)nn1)c1cccc([N+](=O)[O-])c1
-14.8%[57.5 µM] | COc1ccc(C2=NN(C(=O)CCCC(=O)O)C(c3cn(-c4ccccc4)nc3-c3ccccc3)C2)cc1 (centres undefined)
-8.2% | COc1ccc(NC(=O)N2CCCC2C(=O)NCc2ccc(C)cc2)cc1 (centres undefined)
9.6% | O=C(CCCl)N(Cc1nc2ccccc2c(=O)[nH]1)Cc1cccs1
2.8% | CCOC(=O)c1c(C)[nH]c(C(=O)/C(C#N)=C/c2ccc(OCC)cc2)c1C
-3.1% | CCCCC(=O)OCC(=O)Nc1cccc(S(=O)(=O)NC2=NCCCCC2)c1
3.9% | CC(Oc1ccc(Cl)cc1Cl)C(=O)NCCCCc1ccccc1 (centres undefined)
-3.7% | Cc1onc(-c2c(F)cccc2Cl)c1C(=O)N1CCN(c2ncccn2)CC1
0.8% | COc1ccc(Nc2ccc(C(=O)O)cc2[N+](=O)[O-])cc1
-6.9% | O=C(O)CS(=O)(=O)c1ccc(C(F)(F)F)cn1
-3.0% | COC(=O)c1cc(C(=O)c2cc(Cl)ccc2O)coc1=N
8.4% | COc1ccc(N2Nc3n[nH]c(N)c3N2)cc1
-6.2% | NCCCC[C@H]1NC(=O)[C@H](CCC(=O)O)NC(=O)c2cc([N+](=O)[O-])cc(I)c2OCC[C@@H](C(N)=O)NC1=O
-0.8%[57.5 µM] | Cc1ccccc1NC(=O)Oc1cccc(OC(=O)c2ccccc2)c1
5.8% | O=C(NCc1ccc(Cl)cc1Cl)C1CC(=O)N(Cc2ccccc2)C1 (centres undefined)
2.6% | COc1ccccc1OCCNC(=O)c1cc([N+](=O)[O-])cc([N+](=O)[O-])c1
6.3% | CCc1ccc(CNC(=O)C(=O)NCC2CCCO2)cc1 (centres undefined)
-13.3% | Cc1ccc(NC(=O)c2ccc(Oc3ncccn3)cc2)cc1
1.4% | CC(C)(C)C1CCc2sc(C(=O)NNC(=O)CCl)cc2C1 (centres undefined)
-10.2% | CCOC(=O)c1cnn(-c2ccccc2)c1-n1cccc1C(=O)C(=O)N(C)C
-0.7%[57.5 µM] | CCOc1ccc2c(c1)C(=O)c1cc(OCC(=O)O)ccc1-2
3.0% | CCc1cccc(C)c1NC(=S)N(CCCN1CCN(C)CC1)Cc1cccs1
16.1%[57.5 µM] | COC(=O)C1CCN(C(=O)c2cc3c(=O)n4cccc(C)c4nc3n2Cc2ccccc2)CC1
-4.2% | CC[C@H](C)[C@@H]1NC(=O)c2cc([N+](=O)[O-])cc(I)c2NCC[C@@H](C(N)=O)NC(=O)[C@H](CCCN=C(N)N)NC1=O
0.5% | Cc1cc(NC(=O)CCC(=O)N(Cc2ccco2)C(C)(C)C(=O)NC2CCCCC2)no1

Further results:
ERK EGF block | mol
1.4% | COc1ccc(C(=O)Nc2ccccc2N2CCN(C(=O)C(C)C)CC2)cc1Cl
-2.9% | CC(=O)O[C@@H]1[C@@]2(C)O[C@H]2CC[C@]23O[C@H]2[C@H](OC3=O)C2=C(C)C(=O)O[C@@]21O
2.2% | COc1ccc(OC)c(S(=O)(=O)Nc2ccccc2SC)c1
-4.8%[57.5 µM] | CC(=O)c1ccc(-n2c(=O)[nH]c(=O)c3c(N)c(C(=O)c4ccc(Cl)cc4)sc32)cc1
34.8% | O=C(/C=C/c1ccccc1)NCc1ccco1
7.0% | O=c1cc(CCl)nc2sc3ccccc3n12
0.1% | Cc1ccc(C(=O)Nc2sc(C)c(C)c2C(=O)c2ccccc2)cc1
-0.2%[57.5 µM] | Cc1cccc2nc(COc3ccc4ccccc4c3Br)cn12
